# FadD28 binding: inhibitors of FadD28 bisubstrate probe binding, primary screen, biochemical, fluorescence polarization, single point. actives 0.22% (n = 360,000). Mycobacterium tuberculosis FadD28 fatty-acid-AMP ligase. inhibition, % at 12.5 µM. AID 588549, 2011; in the data active means inhibition above about 8.5%, passing the limit was not always enough; inconclusive means no clear call, values can overlap the other calls
# Mtb FBA inh: Mtb FBA enzyme inhibitors, primary screen, biochemical, fluorescence, strain H37Rv; Fructose-bisphosphate aldolase (Mycobacterium tuberculosis (strain ATCC 25618 / H37Rv)), …; purified M. tuberculosis FBA, fluorescence read-out; inhibition, % at 1 µM; actives 2.3% (n = 360,000); in the data active means inhibition above about 27%;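 further: 0% = vehicle and 100% = reference inhibitor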
# Target sequence (P9WQA3 whole entry, looked up): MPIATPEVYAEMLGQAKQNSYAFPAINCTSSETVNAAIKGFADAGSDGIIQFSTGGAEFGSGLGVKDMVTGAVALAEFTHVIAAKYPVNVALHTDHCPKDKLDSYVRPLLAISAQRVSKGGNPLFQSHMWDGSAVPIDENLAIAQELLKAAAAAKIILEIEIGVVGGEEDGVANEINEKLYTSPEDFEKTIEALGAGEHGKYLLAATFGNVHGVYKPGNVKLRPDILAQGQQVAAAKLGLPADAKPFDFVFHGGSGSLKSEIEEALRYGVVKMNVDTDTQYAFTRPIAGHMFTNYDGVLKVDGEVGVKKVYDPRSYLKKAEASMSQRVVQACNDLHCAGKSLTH
# BoNT-F LC inh: BoNT/F light chain protease inhibitors, primary screen, biochemical, flow cytometry, MLPCN library; AID 588497, 2011; actives 0.22% (n = 360,000); Botulinum neurotoxin type F light chain protease (Clostridium botulinum); inhibition, % at 10 µM; Multiplex microsphere protease cleavage assay; in the data active means inhibition above about 35%, passing the limit was not always enough; inconclusive means no clear call, values can overlap the other calls; further: plate controls were buffer without enzyme for full effect and enzyme alone for no effect
# Mtb UGM inh: M. tuberculosis UGM enzyme inhibitors, primary screen, biochemical, fluorescence polarization, single point; inhibition, % at 10 µM; purified UGM, fluorescence polarization probe displacement; actives 0.06% (n = 320,000); in the data active means inhibition above about 10%, passing the limit was not always enough; inconclusive means no clear call, values can overlap the other calls
# Target sequence (P9WIQ1 whole entry, looked up): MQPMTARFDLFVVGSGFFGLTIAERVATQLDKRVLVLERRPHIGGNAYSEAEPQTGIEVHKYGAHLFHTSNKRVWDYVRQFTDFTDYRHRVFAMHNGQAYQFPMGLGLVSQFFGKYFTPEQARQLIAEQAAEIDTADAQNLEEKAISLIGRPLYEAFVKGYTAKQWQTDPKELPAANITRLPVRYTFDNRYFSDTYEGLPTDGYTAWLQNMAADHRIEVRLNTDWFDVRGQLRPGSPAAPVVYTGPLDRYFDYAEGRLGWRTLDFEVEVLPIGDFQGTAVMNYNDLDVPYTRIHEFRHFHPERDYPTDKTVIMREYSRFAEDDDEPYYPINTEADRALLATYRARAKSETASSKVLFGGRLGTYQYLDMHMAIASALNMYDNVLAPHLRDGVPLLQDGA
# PfHsp40 rescue: rescue of yeast from PfHsp40 toxicity, primary screen, S. cerevisiae, ATP luminescence | S. cerevisiae expressing PfHsp40, growth rescue | growth rescue, % at 12.5 µM | actives 0.68% (n = 340,000); in the data active means growth rescue above about 28%, passing the limit was not always enough; inconclusive means no clear call, values can overlap the other calls;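 further: yeast W303a lacking pdr1 and pdr3 grown in galactose medium; growth measured after three days at 30 °C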
# Anthrax LF prot: Bacillus anthracis LF protease inhibitors, primary screen, biochemical, multiplex microsphere, MLPCN library; Lethal factor (Bacillus anthracis), P15917; multiplex microsphere protease cleavage assay; AID 588501, 2011; actives 0.12% (n = 360,000); inhibition, % at 10 µM; further: plate controls were buffer without enzyme for full effect and enzyme alone for no effect
# BoNT-A LC inh2: BoNT/A light chain protease inhibitors, primary screen, biochemical, flow cytometry, MLPCN library; AID 588499, 2011; inhibition, % at 10 µM; multiplex microsphere protease substrate cleavage; actives 0.17% (n = 360,000); further: plate controls were buffer without enzyme for full effect and enzyme alone for no effect
# Mtb BioA inh: M. tuberculosis BioA enzyme inhibitors, primary screen, biochemical, plate reader, single point, HTS. 7,8-diaminopelargonic acid synthase BioA (Mycobacterium tuberculosis). purified M. tuberculosis BioA enzyme. inhibition, % at 9.99 µM. actives 0.096% (n = 360,000). AID 602481, 2012; in the data active means inhibition above about 40%; inconclusive means no clear call, values can overlap the other calls
# GDH-TPI inh: GDH-TPI coupling enzyme inhibitors, primary screen, artefact control for M. tuberculosis FBA inhibitor project, biochemical, absorbance, full deck; GDH-TPI coupled enzyme counterscreen, NADH absorbance; inhibition, % at 4.8 µM; actives 1.2% (n = 360,000); in the data active means inhibition above about 30%;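 further: 0% = DMSO wells and 100% = wells lacking the enzyme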
# * = called active by the depositor; ? = inconclusive; . = no result given. Unless noted, no stated cut-off is given here; in the data, active means inhibition above about 30%; inconclusive means no clear call, values can overlap the other calls; inactive means below that.
SMILES,FadD28 binding,Mtb FBA inh,BoNT-F LC inh,Mtb UGM inh,PfHsp40 rescue,Anthrax LF prot,BoNT-A LC inh2,Mtb BioA inh,GDH-TPI inh
CCn1ccnc1CN1CCCC(C(=O)c2ccc3cc(OC)ccc3c2)C1 (configuration not stated),-2.4,24,-6,0.2,-0.6,-3,-0.5,2.5,-1
O=Cc1cccn1-c1ncc(Br)cn1,-1.6,2,8,-1.1,0.5,5,0.8,-3.7,3
COc1ccccc1NS(=O)(=O)c1cc(NC(C)=O)ccc1N1CCCCC1,-1.1,1,-7,0.2,-0.6,2,0.4,-2.0,-1
O=C(COc1ccccc1Cl)NCCCNC(=O)c1cccnc1,0.3,2,-8,0.3,0.0,-8,-0.4,.,-4
CC(C)CN(C(=O)CN1CCN(c2ccc([N+](=O)[O-])cc2)CC1)c1c(N)n(CC(C)C)c(=O)[nH]c1=O,-2.4,-4,-16,1.8,0.4,-4,-1.3,-0.3,5
CC(=O)Nc1cccc(NC(=O)c2cc(-c3cccnc3)nc3ccc(Cl)cc23)c1,-3.0,-2,-8,0.9,-1.1,2,0.1,.,5
Cc1ccc2cc(C=C(C#N)C#N)c(N3CCCCC3)nc2c1,1.4,2,-6,-2.5,1.6,5,7.6,.,23
Clc1ncccc1-c1nnn(-c2ccccc2)n1,-2.7,-3,-2,-1.9,0.3,-1,0.1,0.4,5
COc1cc(C2NC(=O)NC(C)=C2C(=O)OC2CCCC(C)C2)cc(Br)c1O (configuration not stated),-1.1,-2,26,-2.6,-0.6,-15,-2.3,1.6,0
COCCn1cnc2c1c(=O)n(CC#N)c(=O)n2Cc1ccccc1,-7.8,6,0,-3.6,0.2,11,-4.4,-1.2,1
COc1ccc(CCNS(=O)(=O)c2ccc3c(c2)NC(=O)CS3)cc1OC,-1.1,-3,-2,3.2,-0.9,1,-0.5,3.1,1
CC1(C(=O)NS(C)(=O)=O)CCN1C(=O)C/C=C/c1ccccc1 (configuration not stated),-1.2,3,5,.,.,-1,0.4,-2.4,20
O=C(NNC(=O)c1ccncc1)c1ccccc1,-1.7,0,13,0.0,-0.9,25,0.6,-0.8,1
CC(Nc1c([N+](=O)[O-])c(=O)oc2ccccc12)C(Cl)c1ccccc1 (configuration not stated),-1.3,1,2,3.1,-0.2,2,0.1,.,16
O=C(CC1OC(=O)c2ccccc21)Nc1cc(Cl)ccc1N1CCOCC1 (configuration not stated),-1.0,4,.,-2.1,-0.1,.,.,-1.7,-1
CC(=O)Nc1ccc(Nc2nc(-c3cc4ccccc4oc3=O)cs2)cc1,-1.0,-1,?,1.6,0.9,4,3.3,-0.9,15
Cc1cccc(CC(=O)Nc2ccon2)c1,-0.5,1,.,-1.3,0.4,.,.,0.6,4
O=C(NN=Cc1cc(Cl)ccc1[N+](=O)[O-])c1ccco1,-4.0,1,-4,.,-2.1,2,0.0,.,9
O=C(CCc1nc2ccccc2c(=O)[nH]1)OCC(=O)c1ccc(C2CCCCC2)cc1,0.3,5,-2,-0.3,-0.8,0,0.1,-4.6,6
COc1ccc(O)c(-c2cc(-c3cccs3)[nH]n2)c1,-4.1,-1,-22,-2.9,0.4,-1,-0.5,1.6,3
CC(Oc1ccccc1)C(=O)Nc1cccc([N+](=O)[O-])c1 (configuration not stated),-0.5,-4,-1,-0.3,-0.5,2,-0.2,.,3
CC(C(=O)N1c2ccc(F)cc2CCC1C)N1C(=O)c2ccccc2C1=O (configuration not stated),0.3,-3,-4,1.7,-0.7,7,-0.6,-3.4,-3
CC12CCCc3c(O)cc(=O)n(c31)-c1ccccc12 (configuration not stated),-3.3,3,-5,1.4,0.3,-1,0.0,-1.2,3
CN(CC(=O)NCCc1ccc(S(N)(=O)=O)cc1)CC(=O)Nc1cccc(F)c1,-0.7,0,?,.,1.3,4,2.6,16,3
C=CCSc1nc2ccccc2c(=O)n1Cc1ccccc1,0.5,2,-4,3.3,0.2,-2,0.5,.,7
COc1ccc(N2CC(NS(=O)(=O)c3ccc(F)cc3)CC2=O)cc1 (configuration not stated),-0.4,2,10,-0.5,-0.8,-3,0.7,.,3
O=C(NCCCN1CCOCC1)c1ccccc1NS(=O)(=O)c1ccc(Br)cc1,-0.3,0,-1,0.7,0.1,-1,0.2,.,5
COc1ccc(N=c2scc(-c3ccc(OC)cc3)n2CCO)cc1,0.1,2,-7,-2.0,-0.4,-2,-1.3,18,9
CNC1(c2ccccc2Cl)CCCCC1=O (configuration not stated),0.3,27*,-4,.,-0.1,-4,-0.4,-0.9,-5
COc1cc2c(cc1OC)C(c1cccs1)N(C(=O)c1cccc(S(=O)(=O)N(C)C)c1)CC2 (configuration not stated),-2.2,4,.,-3.2,-0.9,.,.,.,-8
O=C(CN1C(=O)c2ccccc2C1=O)Nc1ccccc1N1CCOCC1,-0.2,0,-2,-0.3,1.4,-6,-0.3,.,-9
O=[N+]([O-])c1ccc2nonc2c1Nc1ccccc1,-4.6,-13,?,-1.8,-0.1,-12,-6.7,-1.6,6
CCOC(=O)c1ccc(NC(=O)C2CCCN(S(=O)(=O)c3cnc[nH]3)C2)cc1 (configuration not stated),-0.8,3,-14,-1.5,-0.7,-8,-1.0,-1.3,10
CS(=O)(=O)N1CCC(C(=O)N2CCN(Cc3ccccc3)CC2)CC1,0.2,0,-1,0.6,0.3,-3,-1.4,.,-1
COc1ccc(-n2nnnc2C(CCc2ccccc2)N2CCN(C/C=C/c3ccccc3)CC2)cc1 (configuration not stated),-3.2,-3,-15,.,.,-9,-1.2,-3.7,.
O=[N+]([O-])c1cccc2nc(-c3ccccc3)c(-c3ccccc3)nc12,-1.9,-3,23,1.7,0.6,6,-1.8,-1.3,14

# Gathered by group, the entries above with bromine.
SMILES,FadD28 binding,Mtb FBA inh,BoNT-F LC inh,Mtb UGM inh,PfHsp40 rescue,Anthrax LF prot,BoNT-A LC inh2,Mtb BioA inh,GDH-TPI inh
O=Cc1cccn1-c1ncc(Br)cn1,-1.6,2,8,-1.1,0.5,5,0.8,-3.7,3
COc1cc(C2NC(=O)NC(C)=C2C(=O)OC2CCCC(C)C2)cc(Br)c1O (configuration not stated),-1.1,-2,26,-2.6,-0.6,-15,-2.3,1.6,0
O=C(NCCCN1CCOCC1)c1ccccc1NS(=O)(=O)c1ccc(Br)cc1,-0.3,0,-1,0.7,0.1,-1,0.2,.,5

# The list continues:
SMILES,FadD28 binding,Mtb FBA inh,BoNT-F LC inh,Mtb UGM inh,PfHsp40 rescue,Anthrax LF prot,BoNT-A LC inh2,Mtb BioA inh,GDH-TPI inh
CCCc1cc(=O)[nH]c(SCC(N)=O)n1,-1.4,3,?,2.0,0.2,8,1.8,-1.8,1
O=C1c2ccccc2C(=O)N1CCC1=CCCCC1,0.0,1,-1,4.5,-0.2,-5,-0.5,-1.4,-1
Cc1ccsc1C1C=C(c2cccc(Br)c2)Nc2ncnn21 (configuration not stated),-4.0,17,-3,-4.5,-0.3,-4,0.2,-7.9,6
O=C1NC2(CCCCCC2)C(=O)N1Cc1ccccc1,-0.5,8,-10,1.6,-1.5,13,1.2,-0.6,6
Cc1ccc(N(C)S(=O)(=O)c2cccc(C(=O)Nc3ccc(N4CCOCC4)cc3)c2)cc1,.,0,2,-1.1,1.3,-1,2.9,0.4,11
Cc1ccc(NC(=O)CSCC(=O)NCCc2ccccc2)cc1,-0.7,-2,-3,0.9,0.7,8,0.7,0.2,3
Cc1cccc(CN2C(=O)/C(=C\c3ccc(C(=O)NCCN4CCOCC4)cc3)Sc3ccccc32)c1,-3.3,0,4,-1.6,-2.7,1,-1.1,-2.0,3
S=c1[nH]nc(-c2ccc3ccccc3n2)n1-c1ccc2c(c1)OCCO2,-0.7,3,.,-1.5,-0.3,.,.,.,18
COc1ccc(OC)c2c(N3CC(C)OC(C)C3)cc(C(F)(F)F)nc12 (configuration not stated),0.6,5,-8,-1.1,0.1,-6,-0.6,1.1,20
Cc1ccsc1/C=N/Nc1ncc(Cl)cc1Cl,0.9,2,?,0.5,0.0,-4,1.4,-1.0,27
O=C(CN1CCN(Cc2ccccc2F)C1=O)NCC1CCCO1 (configuration not stated),-1.7,-7,-2,-2.7,-0.1,-4,0.4,-2.6,6
Cc1ccc(C(=O)c2cnc3cc4c(cc3c2S(=O)(=O)c2ccccc2)OCCO4)cc1,-6.6,1,6,-1.0,-0.5,0,3.3,0.4,-1
COc1ccc(NC(=O)Cn2c(C)csc2=O)c(OC)c1,0.3,5,-9,0.4,-0.8,-1,0.2,-1.2,0
NC(=O)C1(c2ccccc2)CCOCC1,-0.1,-3,1,-3.1,-0.8,2,-1.0,-0.1,1
COc1cc(CC(CC(=O)c2ccc3c(c2)OCO3)C(=O)O)cc(OC)c1OC (configuration not stated),1.6,5,0,.,-0.1,-4,0.2,-1.0,16
CCCCOc1ccc(Br)cc1CSC(=N)N,-2.3,-1,-8,.,1.1,-2,-0.9,.,4
CSCCC(NC(=O)c1ccco1)C(=O)Nc1ccc(C)cn1 (configuration not stated),-4.3,0,-10,-1.6,13,1,-0.1,-0.8,-5
OCC1OC2C(NC(=S)N2c2ccccc2)C(O)C1O (configuration not stated),-4.4,-2,-11,.,-0.3,-1,-0.4,.,-6
C(=N\NCc1ccccc1)/c1ccc2ncccc2c1,-4.3,0,10,0.5,.,-5,0.0,-0.8,10
Cc1ccc(C2C(C(=O)c3sc(-c4ccccc4)nc3C)=C(O)C(=O)N2CCN(C)C)o1 (configuration not stated),-4.3,-1,4,.,-1.3,2,3.0,-1.6,8
O=[N+]([O-])c1ccccc1/C=C/C=N/n1c(-c2ccccc2F)n[nH]c1=S,-3.8,0,?,-0.8,8.1,5,-0.7,0.4,5
O=C(C1CC1)N(Cc1ccco1)c1nc(-c2ccccc2)cs1,-0.7,-2,-6,-0.9,-1.9,-1,-2.1,-2.7,1
O=C(Nc1ccc2c(c1)OCO2)N1CCOCC1,-3.4,-2,-4,0.5,0.3,-13,0.3,-1.0,-2
Fc1ccc(/C=N/NC(=S)NCCc2ccccc2)cc1F,-0.2,1,7,-2.6,0.8,-3,-0.1,-2.1,6
O=C(c1cc2ncc(CCCl)cn2n1)N1CCCCCC1,-4.3,-2,4,0.0,-1.2,1,-0.1,.,-6
Cc1ccc(S(=O)(=O)NC(=O)NC(C)Cc2ccccc2)cc1 (configuration not stated),-3.7,0,-4,1.9,1.0,-7,0.1,0.3,-6
c1ccc2[nH]c(SCC3CCCCO3)nc2c1 (configuration not stated),-1.3,0,3,-1.5,-0.5,3,0.6,.,-4
COc1cccc(CNC(=O)C2Cc3cc(S(=O)(=O)N4CCCC4)ccc3N2C(C)=O)c1OC (configuration not stated),-2.0,-4,0,2.1,-0.3,-1,1.0,-0.8,6
N#Cc1cccc(-c2csc(C(O)c3ccc(F)cc3)n2)c1 (configuration not stated),-2.5,2,2,.,.,-2,0.0,-0.5,5
CN1CCC(OC(=O)c2cc3cc(Cl)cc(Cl)c3oc2=O)CC1,1.8,3,?,0.5,-0.7,3,3.7,-1.3,-8

# In another format: results already given
Compound | FadD28 binding | Mtb FBA inh | BoNT-F LC inh | Mtb UGM inh | PfHsp40 rescue | Anthrax LF prot | BoNT-A LC inh2 | Mtb BioA inh | GDH-TPI inh
Cc1ccc(S(=O)(=O)NC(=O)NC(C)Cc2ccccc2)cc1 (configuration not stated) | -3.7 | 0 | -4 | 1.9 | 1.0 | -7 | 0.1 | 0.3 | -6
c1ccc2[nH]c(SCC3CCCCO3)nc2c1 (configuration not stated) | -1.3 | 0 | 3 | -1.5 | -0.5 | 3 | 0.6 | . | -4
COc1cccc(CNC(=O)C2Cc3cc(S(=O)(=O)N4CCCC4)ccc3N2C(C)=O)c1OC (configuration not stated) | -2.0 | -4 | 0 | 2.1 | -0.3 | -1 | 1.0 | -0.8 | 6

# Screening data as filed in PubChem BioAssay.
